TSG101-PTAP inh – blocks PTAP/TSG101 interaction to inhibit HIV-1 budding | Q99816 | Fluorescence polarization, FITC-PTAP peptide / Tsg101 binding | AID 493005 | 340,000 tested, under 10 active | Potency, µM (top dose mostly 115 µM), for inactives: at the highest dose activity change, negative = inhibition, hits mostly inhibitors; active = well fitted inhibition curve with a large enough effect in the main read-out, with a control signal flat, not every such curve was filed as active; inconclusive = small, poorly fitted or top-dose-only effect, or effect the other way, or a change in a side signal; inactive = no such curve, though single readings can be large or run the other way; also: potency is read from the fitted curve at half-maximal effect; % of control where 0% means no effect
Target sequence (Q99816 whole entry, looked up): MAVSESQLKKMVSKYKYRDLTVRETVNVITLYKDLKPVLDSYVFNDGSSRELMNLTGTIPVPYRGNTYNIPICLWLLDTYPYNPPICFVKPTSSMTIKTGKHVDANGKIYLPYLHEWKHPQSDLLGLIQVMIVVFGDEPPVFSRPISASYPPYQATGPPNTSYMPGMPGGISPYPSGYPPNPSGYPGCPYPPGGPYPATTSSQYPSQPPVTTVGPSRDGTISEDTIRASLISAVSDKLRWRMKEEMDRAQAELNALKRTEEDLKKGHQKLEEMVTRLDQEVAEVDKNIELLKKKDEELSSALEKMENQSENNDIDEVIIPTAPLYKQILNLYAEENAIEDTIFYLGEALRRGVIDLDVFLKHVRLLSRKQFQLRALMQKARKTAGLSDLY
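Compounds were pin-transferred onto Tsg101 binding domain (10 uM final) in HEPES pH 7.5 buffer, then FITC-PTAP peptide was added at 50 nM final. After 20 min at RT, polarization reported peptide displacement across a qHTS concentration series.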
Tb PFK block – T. brucei PFK enzyme inhibition | AID 485367 | 0.17% of 330,000 active | Potency, µM (top dose mostly 57.5 µM), inactives show at the highest dose activity, negative = inhibition, usual class: inhibitors | T. brucei PFK, ADP-Glo luminescence | O15648;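 also: potency is read from the fitted curve at half-maximal effect; 0% = uninhibited 1x PFK enzyme wells and -100% = no-enzyme wells; nearly all actives have a fitted effect of over 60% in size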
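PFK 1.25 nM, F6P 0.5 mM, ATP 0.1 mM, 0.1 M TEA pH 8.0, 5 mM MgCl2, 0.01% Tween20, 0.1% BSA; 45 min RT. ADP-Glo readout. qHTS titration up to 57 uM; curves fitted, compounds curve-classed.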
Chronic BCR inh – chronic active BCR signaling inhibition; ABC-DLBCL IkBa-CBG/CBR reporter, luminescence ratio, 4 h; Potency, µM (titrated, usually from 46.1 µM), inactives show top-dose ratio change, negative = lower green/red ratio, hits mostly inhibitors; 0.05% of 340,000 active; active = well fitted inhibition curve with a large enough effect in the signal ratio, with a control signal flat, not every such curve was filed as active; inconclusive = small, poorly fitted or top-dose-only effect, or effect the other way, or a change in a side signal; the % refers to the signal ratio;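 also: potency is read from the fitted curve at half-maximal effect; plate controls were basal doxycycline-induced cells for no effect and cells given 10 µM MG132 for full effect; MG132 reads +100%, hits lower the ratio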
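TMD8 ABC-DLBCL cells carrying doxycycline-inducible green luciferase fused to IkappaBalpha plus unfused red luciferase were exposed to compounds (up to 46 uM) for 4 hrs at 37C. Activity came from the overlap-corrected green/red luminescence ratio.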
Eya2 phos inh – Eya2 (human) phosphatase inhibition; O00167; recombinant Eya2, OMFP fluorescence dephosphorylation (OMFP is methylfluorescein phosphate); Potency, µM (highest dose often 76.9 µM), for inactives: top-dose activity, negative = inhibition, actives largely listed as inhibitors; 0.006% of 330,000 active; AID 488837; also: potency is read from the fitted curve at half-maximal effect; % is scaled to controls: 0 for no effect and ±100 for the full control effect
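Eya2 (0.2 uM) preincubated 10 min at ambient with compound, then OMFP substrate added at 50 uM; 10 min reaction in 50 mM HEPES pH 7.5, 50 mM NaCl, 5 uM MgCl2, 0.05% BSA, 1 mM DTT. Fluorescence read at Ex 485/Em 525 nm.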
ELG1 DNA repair – inhibitors of ELG1-dependent DNA repair in HEK293T cells | HEK293T ELG1-luciferase reporter, luminescence, 16 h; DNA damage induced by 5-fluorouridine | Potency, µM (doses to about 46.1 µM), for inactives: at the top dose activity change, negative = inhibition, most hits filed as inhibitors | 2.3% of 330,000 active; also: potency is read from the fitted curve at half-maximal effect; % is scaled to controls: 0 for no effect and ±100 for the full control effect; nearly all actives have a fitted effect of over 55% in size
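Quantitative HTS, concentration-response format. 2,000 cells/well co-treated with 5-fluorouridine and compound, 16 hr in 5% CO2 at 37 °C; ONE-Glo luminescence read after 30 min.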
TSHR antagonist – human thyrotropin receptor antagonism; P16473; TSHR-expressing cells, TSH-stimulated cAMP HTRF, 2 h; stronger effect = lower value; activity change, negative = inhibition, % at 11.5 µM; 0.2% of 330,000 active; AID 504810;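 active = activity change below a set negative limit, meaning inhibition stronger than a set level, cut at about -70% in these data; inconclusive = activity change between two set negative limits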; also: % is scaled to controls: 0 for no effect and ±100 for the full control effect
Target sequence (P16473 whole entry, looked up): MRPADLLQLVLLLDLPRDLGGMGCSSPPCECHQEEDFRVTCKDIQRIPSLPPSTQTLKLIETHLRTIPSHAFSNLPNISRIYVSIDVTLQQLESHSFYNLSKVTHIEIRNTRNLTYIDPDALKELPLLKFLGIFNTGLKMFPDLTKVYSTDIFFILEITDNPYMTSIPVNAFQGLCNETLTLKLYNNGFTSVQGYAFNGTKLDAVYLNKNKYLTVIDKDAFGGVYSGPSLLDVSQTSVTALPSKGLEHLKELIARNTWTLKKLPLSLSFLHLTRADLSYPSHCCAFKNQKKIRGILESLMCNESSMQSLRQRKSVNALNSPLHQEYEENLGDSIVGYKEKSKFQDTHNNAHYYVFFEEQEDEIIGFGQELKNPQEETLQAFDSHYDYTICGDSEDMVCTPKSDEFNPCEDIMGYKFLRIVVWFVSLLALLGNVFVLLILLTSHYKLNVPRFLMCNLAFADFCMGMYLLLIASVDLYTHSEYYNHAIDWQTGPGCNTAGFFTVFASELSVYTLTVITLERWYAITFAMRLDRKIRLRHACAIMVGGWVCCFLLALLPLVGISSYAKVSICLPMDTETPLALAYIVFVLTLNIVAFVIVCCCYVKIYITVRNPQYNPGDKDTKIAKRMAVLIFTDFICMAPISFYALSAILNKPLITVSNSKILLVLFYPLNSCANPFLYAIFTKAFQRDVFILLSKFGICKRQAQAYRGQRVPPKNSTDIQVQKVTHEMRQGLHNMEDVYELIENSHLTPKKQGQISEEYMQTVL
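Freshly harvested TSHR cells receive pin-tooled compound, then EC80 TSH at 4nM final. After 2 hours at 37 deg C, antibody in lysis buffer and cAMP-d2 are added; 30 minutes at ambient temperature precede the HTRF read.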
Mito fusion act – blocks mitochondrial division or promotes mitochondrial fusion. Potency, µM (titrated, usually from 46.1 µM), without a hit: top-dose growth rescue (activation), most hits filed as activators. 0.23% of 320,000 active. S. cerevisiae fusion-defective mutant growth rescue, CellTiterGlo 48 h. AID 485298;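 also: potency is read from the fitted curve at half-maximal effect; % of control where 0% means no effect; nearly all actives have a fitted effect of over 45% in size; temperature-sensitive fusion mutants such as fzo1-1 at 37 °C on non-fermentable ethanol glycerol medium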
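Yeast fusion mutant, YPEG (non-fermentable carbon), compound, 48 h at 37C non-permissive; CellTiterGlo added, 10 min RT, luminescence read. Rescued growth = division inhibition.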
B2AR arrestin – recruits beta-arrestin to the human beta2-adrenergic receptor; P07550; Potency, µM (highest dose often 46.1 µM), inactives show at the top dose activation, usual class: activators; 0.02% of 330,000 active; beta-arrestin recruitment to beta2AR, cell-based reporter;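 also: potency is read from the fitted curve at half-maximal effect; 0% = DMSO controls and full agonism = EC100 isoproterenol or metaproterenol; nearly all actives have a fitted effect of over 65% in size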
uPA generation – blocks generation of uPA at the cell surface; cell surface uPA generation assay, qHTS; Potency, µM (series often up to 38.3 µM), for inactives: at the highest dose activity change, negative = inhibition, actives largely listed as inhibitors; 0.31% of 330,000 active; active = well fitted inhibition curve with a large enough effect; inconclusive = small, poorly fitted or top-dose-only effect; inactive = no such curve, though single readings can be large or run the other way; tested in mouse RAW 264.7 cells; also: potency is read from the fitted curve at half-maximal effect; % is scaled to controls: 0 for no effect and ±100 for the full control effect; nearly all actives have a fitted effect of over 55% in size
TCR act – activators of T cell receptors; 330,000 tested, under 10 active; Potency, µM (top dose mostly 9.22 µM), without a hit: top-dose activation of IL-2 secretion, actives largely listed as activators; primary human leukocytes, anti-CD3, IL-2 HTRF, 48 h; also: % of control where 0% means no effect
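1) Mix primary human leukocytes, a-CD3 beads and compound. 2) Incubate 48 hr. 3) Add HTRF IL-2 reagents (a-IL-2-K, a-IL-2-d2).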
USP2a block – inhibitors of human ubiquitin-specific protease USP2a; 0.01% of 330,000 active; AID 463254; Potency, µM (highest dose often 38.3 µM), for the others: at the highest dose activity change, negative = inhibition, actives largely listed as inhibitors; O75604; USP2 core, Ub-CHOP2 coupled fluorogenic reporter, 485/531;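 also: potency is read from the fitted curve at half-maximal effect; plate controls were DMSO wells for no effect and full inhibition by NEM control for full effect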
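USP2 core (10nM final) preincubated 30min RT with compound in 20mM Tris-HCl pH 8.0, 2mM CaCl2, 2mM beta-mercaptoethanol, 0.05% CHAPS; 25nM Ub-CHOP2 plus 25nM reporter substrate added, fluorescence (Ex485/Em531) read after 60min.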
* = called active by the depositor; ? = inconclusive; . = no result given; & = joins results of further samples; [ ] = dose if it differs, or a comment. Unless noted, calls follow the shape of the dose curve; as a rule, active = well fitted curve in the direction sought with a large enough effect; inconclusive = small, poorly fitted or top-dose-only effect, or another doubt; inactive = no such curve, though single readings can be large; an effect the other way counts as inactive or inconclusive.

SMILES	TSG101-PTAP inh	Tb PFK block	Chronic BCR inh	Eya2 phos inh	ELG1 DNA repair	TSHR antagonist	Mito fusion act	B2AR arrestin	uPA generation	TCR act	USP2a block
CCCCCCCNC(=O)C1(CC2CC(c3cccc(Br)c3)=NO2)CCN(C(=O)C2CCCC2)CC1 (configuration not stated)	1.5%	-1.9%	-6.5%	18.4%	?	-6.6	18.2%	0.0%	-4.3%	5.7%	3.1%
CCOC(=O)C1=C(c2cccc(Oc3ccccc3)c2)NC(=S)NC1C (configuration not stated)	-2.9%	-6.0%	?	7.0%	?	4.0	25.9%	1.0%	10.1%	6.3%	-10.4%
CCOC(=O)C1=C(Nc2ccccc2)CC(C)(O)C(C(=O)OCC)C1c1ccc(Cl)cc1 (configuration not stated)	-1.0%&-2.3%	0.6%	-0.3%	3.8%	-1.0%	-2.1	9.5%	-1.9%	24.3%&5.8%	-0.3%	-1.7%
CC(=O)c1ccc(NC(=O)Nc2ccc(Cl)cc2)cc1	-1.0%	-28.0%	?	3.4%	?	-3.6	-6.0%	0.1%	5.8%	-2.4%	-0.6%
COc1cc(CNC(=O)c2cccc(COc3ccc(Cl)cc3)c2)cc(OC)c1	-5.1%	0.0%	?	-21.3%	?	-21.8	13.9%	3.2%	-6.6%	3.4%[46.1 µM]	-2.6%
O=[N+]([O-])c1ccc(C2CN=C(Nc3ccccc3)S2)cc1 (configuration not stated)	-1.8%	-17.2%	?	-7.4%	?	-9.9	-5.0%	-0.2%	5.8%	2.5%	-1.2%
O=C(/C=C/c1cn(-c2ccccc2)nc1-c1cccc(Cl)c1)N1CCN(c2ccccn2)CC1	1.4%	1.1%	-3.5%	10.7%	20.6µM*	-12.5	-0.5%	-0.1%	-13.2%	2.8%	-0.5%
Cc1cc(C)c(C)c(S(=O)(=O)N2CCN(C(=O)c3ccccn3)CC2)c1C	-2.5%	1.0%	?	8.4%	7.2%	8.4	-3.7%	-0.2%	-0.7%	6.4%	-0.8%
COc1cc(S(=O)(=O)n2cnc(C)c2)ccc1Cl	1.7%	-1.3%	-6.6%	5.6%	13.2%	13.2	-2.2%	-0.6%	4.6%	0.5%	1.0%
COc1cc(C(=O)Nc2cc(C)nn2-c2ccccc2)cc(OC)c1OC	-6.9%	4.1%	0.0%	18.8%	27.2%	1.3	-0.1%	-0.1%	-13.2%	-3.1%	-0.5%
O=C(Nc1cccnc1)c1ccc(Cl)c(S(=O)(=O)N2CCOCC2)c1	0.9%	-1.3%	1.4%	10.8%	?	10.3	-4.0%	-0.1%	-2.3%	3.6%	3.1%
Cc1cc(Nc2ccc(O)cc2)ccc1N	.	3.2%	7.5%	-7.7%	-3.9%	-3.0	-11.2%	0.2%	.	.	6.3%
O=S(=O)(c1ccc(Br)cc1)c1nc(-c2ccccc2)oc1N1CCOCC1	-2.2%	-1.5%	2.4%	-3.8%	?	9.0	-12.7%	-0.7%	13.7%	-2.0%	-3.9%
COc1ccc([C@H]2[C@H](C(=O)OC(C)(C)C)N3N=Cc4ccccc4C3C23C(=O)c2ccccc2C3=O)cc1OC (some centres not stated)	-3.0%	8.7%	13.0%	2.3%	-1.9%	36.4	11.9%	-0.7%	34.3%[activator]	4.7%[46.1 µM]	-20.3%
Cc1ccc(CCC(=O)Nc2ccccc2F)s1	-0.4%	1.6%	?	-4.4%	?	-3.7	0.0%	0.7%	-4.7%	2.9%	1.8%

The list goes on, overlapping the part above by two compounds.
SMILES	TSG101-PTAP inh	Tb PFK block	Chronic BCR inh	Eya2 phos inh	ELG1 DNA repair	TSHR antagonist	Mito fusion act	B2AR arrestin	uPA generation	TCR act	USP2a block
COc1ccc([C@H]2[C@H](C(=O)OC(C)(C)C)N3N=Cc4ccccc4C3C23C(=O)c2ccccc2C3=O)cc1OC (some centres not stated)	-3.0%	8.7%	13.0%	2.3%	-1.9%	36.4	11.9%	-0.7%	34.3%[activator]	4.7%[46.1 µM]	-20.3%
Cc1ccc(CCC(=O)Nc2ccccc2F)s1	-0.4%	1.6%	?	-4.4%	?	-3.7	0.0%	0.7%	-4.7%	2.9%	1.8%
CC1(C)CC(NC(=O)C2CCC(=O)N(Cc3ccccc3F)C2)CC(C)(C)C1 (configuration not stated)	-0.3%	-1.9%	6.5%	-10.8%	?	2.8	3.6%	-0.1%	0.6%	5.2%	-0.7%
COc1cc(/C=C/c2[nH]c(=O)[nH]c(=O)c2[N+](=O)[O-])ccc1OCCC(C)C	?	-0.4%	8.2%	-3.2%	-6.6%	-4.6	4.8%	-0.1%	-8.0%	-0.4%	-0.6%
COc1cc(-c2nnc(SCC3(c4ccc(Br)cc4)OCCO3)o2)cc(OC)c1OC	2.5%	-1.4%	4.5%	-9.8%	?	6.7	4.4%	0.3%	-10.4%	-5.2%	-3.7%
Nc1nc(SCC(=O)c2c(N)n(C3CC3)c(=O)[nH]c2=O)n[nH]1	-0.8%	0.3%	-5.4%	31.4%	27.2%	-0.6	3.5%	0.1%	-1.1%	1.1%	1.1%
Cc1nnc(C)c2c(C)n(Cc3ccc4c(c3)OCO4)c(C)c12	0.4%	5.1%	6.2%	3.0%	-9.5%	8.2	-2.3%	-0.6%	-6.9%	2.0%	3.0%
Cc1[nH]nc(Sc2ccccn2)c1[N+](=O)[O-]	1.6%	0.4%	0.3%	4.6%	26.1%	5.2	17.5%	-0.4%	6.2%	0.0%[46.1 µM]	2.4%
CC(=O)C1=C(O)C(=O)N(c2ccc(Br)cc2)C1c1ccccc1[N+](=O)[O-] (configuration not stated)	-28.7%	0.7%	0.2%	3.3%	4.5%	-1.9	-2.4%	-0.1%	1.6%	-2.5%	-1.4%
O=C(NC(=S)Nc1ccc(CN2CCOCC2)cc1)c1ccc2c(c1)OCCO2	0.4%	2.7%	?	-10.2%	?	-10.9	-1.7%	0.0%	-13.9%	-4.0%	-0.3%
CCOC(=O)C1=C(C)C(c2ccc(OC)cc2)NC(=S)N1 (configuration not stated)	-6.2%	-2.5%	13.2%	7.6%	-1.9%	-7.5	0.2%	-0.4%	-2.3%	.	2.3%
CCC1(CC)C(=O)N(C)C(=O)NC1=NCc1ccccc1	-10.7%	0.0%	-0.6%	-6.8%	1.5%	-2.5	-1.7%	-2.0%	-0.5%	-4.4%	2.9%
CC(OC(=O)C1CC2CCCC(C1)C2=O)C(=O)Nc1cccc([N+](=O)[O-])c1 (configuration not stated)	-2.2%	-4.3%	-11.0%	-0.1%	-36.5%	.	.	3.4%	2.5%	.	3.4%
O=C(NC1CCCCC1)C1CCN(S(=O)(=O)c2cccs2)CC1	-5.0%	-4.7%	-0.1%	5.4%	-4.8%	5.7	-1.7%	-0.1%	-0.6%	0.9%	2.9%
CC[C@@]12C(=O)N(c3ccc(C)cc3)C(=O)N1[C@H](c1cccc(C)c1)[C@@H]1C(=O)N(Cc3ccccc3)C(=O)[C@@H]12	1.5%	0.0%	3.7%	-6.0%	16.4%	22.1	1.3%	-0.7%	-2.6%	-3.4%	1.4%
CCOc1ccc(NC(=O)NNC(=O)C(C)Oc2ccccc2OC)cc1 (configuration not stated)	-2.7%	1.1%	-5.7%	6.5%	-1.9%	7.5	5.0%	0.0%	1.1%	5.6%	-1.1%
O=C1NC2=C(C(=O)CCC2)C(c2cccc([N+](=O)[O-])c2)N1 (configuration not stated)	1.4%	-3.0%	0.1%	1.6%	-8.6%	5.1	-0.6%	0.3%	1.3%	.	4.0%
Fc1ccc(NC(=S)N2N=CCC2c2ccccc2)cc1 (configuration not stated)	-5.0%	0.9%	-6.2%	-0.6%	?	5.3	0.6%	-1.0%	0.0%	-1.0%	-7.5%
C/C(=N\NC(=O)c1c[nH]c2ccccc12)c1ccc(C)o1	-11.1%	-5.4%	?	20.4%	?	-3.5	-0.4%	-0.3%	-5.7%	-2.5%	1.7%
CCCN(CCC)C1=N/C(=C\c2ccco2)C(=O)N1c1ccccc1	-12.5%	-9.1%	15.1%	3.2%	11.4%	2.2	4.7%	-0.7%	-0.2%	2.4%	1.3%
CCOc1cc(C=O)ccc1OCC(=O)NC(C)(C)C	0.0%	-1.9%	1.9%	-6.3%	4.6%	-6.5	2.1%	6.6%	4.2%	-3.4%	1.6%

Screening results: PubChem, National Center for Advancing Translational Sciences (NCATS)
